# rTrxR1 inhibitor – rat TrxR1 inhibition | O89049 | recombinant rTrxR1, NADPH fluorescence consumption, selenite substrate | Potency, µM (top dose mostly 114 µM), for the others: at the highest dose activity change, negative = inhibition, hits mostly inhibitors | 1% of 390,000 active; active = well fitted inhibition curve with a large enough effect; inconclusive = small, poorly fitted or top-dose-only effect; inactive = no such curve, though single readings can be large or run the other way; note: nearly all actives have a fitted effect of over 65% in size
# Target sequence (O89049 whole entry, looked up): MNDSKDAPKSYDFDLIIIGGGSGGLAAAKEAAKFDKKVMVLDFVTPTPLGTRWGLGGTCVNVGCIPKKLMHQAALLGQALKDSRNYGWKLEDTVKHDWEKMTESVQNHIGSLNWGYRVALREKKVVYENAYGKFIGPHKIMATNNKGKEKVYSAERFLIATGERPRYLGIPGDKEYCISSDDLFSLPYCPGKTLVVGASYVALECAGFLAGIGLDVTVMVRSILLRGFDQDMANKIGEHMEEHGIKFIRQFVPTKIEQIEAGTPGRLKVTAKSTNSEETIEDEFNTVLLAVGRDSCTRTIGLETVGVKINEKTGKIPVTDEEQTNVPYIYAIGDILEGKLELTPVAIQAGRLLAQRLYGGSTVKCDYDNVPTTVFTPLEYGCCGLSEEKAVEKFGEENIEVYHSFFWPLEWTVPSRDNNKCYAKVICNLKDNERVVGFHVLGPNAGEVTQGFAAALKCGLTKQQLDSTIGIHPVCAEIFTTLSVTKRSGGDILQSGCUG
#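 Rat TrxR1 (90 nM in the dispensed reagent) was pre-reduced with 400 uM NADPH for 5 min at room temperature, then incubated with compound for 15 min. After 400 uM selenite was added, NADPH fluorescence (Ex 340/Em 450 nm) was followed for 8 min.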
# Pin1 inhibitor – blocks the human prolyl isomerase Pin1; Q13526; Pin1 FP peptide displacement, HiFluor488, 10 min; Potency, µM (series often up to 115 µM), without a hit: at the highest dose activity, negative = inhibition, usual class: inhibitors; 0.009% of 390,000 active; active = well fitted inhibition curve with a large enough effect in the polarisation, with a control signal flat, not every such curve was filed as active; inconclusive = small, poorly fitted or top-dose-only effect, or effect the other way, or a change in a side signal; inactive = no such curve, though single readings can be large or run the other way; the % refers to the polarisation
# Target sequence (Q13526 whole entry, looked up): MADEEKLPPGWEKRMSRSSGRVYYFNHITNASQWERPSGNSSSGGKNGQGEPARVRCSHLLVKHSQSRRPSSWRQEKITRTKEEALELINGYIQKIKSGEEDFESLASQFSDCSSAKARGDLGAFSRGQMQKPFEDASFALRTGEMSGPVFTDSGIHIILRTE
# * = called active by the depositor; ? = inconclusive; · = no result given; & = joins results of further samples; [ ] = remark or other dose. % is set by controls: 0 for no effect and ±100 for the full control effect; potency is the fitted concentration of half-maximal effect. These rows are one share of the data; count on the stated rates, not on these rows.
rTrxR1 inhibitor | Pin1 inhibitor | SMILES
· | ? | COc1cccc(C2c3c(ncn(-c4ccc(C(C)(C)C)cc4)c3=N)Oc3ccc4ccccc4c32)c1 (stereo unspecified)
· | 23% | O=S(=O)(c1ccc2c(c1)OCCO2)N1CCN(S(=O)(=O)c2cccc3cccnc23)CC1
· | 1% | CC(C)N1CCN(c2cccc(Nc3nn4c(=O)c5ccccc5nc4s3)c2)CC1
· | ? | N#CC1=C(NC=NCc2ccccc2)Oc2ccc3ccccc3c2C1c1ccccc1 (stereo unspecified)
· | -1% | O=S1(=O)N=C(OCc2ccccc2)c2ccccc21
· | 1% | N#Cc1nc(Nc2cccc([N+](=O)[O-])c2)nc(NC2CCCC2)n1
· | 47%[activator] | COc1ccc(C2Nc3ccccc3C(=O)N2Cc2ccco2)cc1COc1cccc(NC(C)=O)c1 (stereo unspecified)
· | 1% | O=C(CNC(=O)c1ccccc1)OC(C(=O)Nc1ccc2c(c1)OCO2)c1ccccc1 (stereo unspecified)
· | 3% | COc1ccc(-c2ccc3ncnc(NCc4cccs4)c3c2)cc1
· | 1% | COc1cccc(C2c3c(ncn(-c4ccccc4OC)c3=N)Oc3ccc4ccccc4c32)c1 (stereo unspecified)
· | 27% | COc1cccc(C2c3c(ncn(Cc4cccs4)c3=N)Oc3ccc4ccccc4c32)c1 (stereo unspecified)
· | -3% | COc1ccc(C2Nc3ccccc3C(=O)N2CCc2ccccc2)cc1COc1ccc(NC(C)=O)cc1 (stereo unspecified)
· | -1% | CN(c1ccccc1)c1ccc(CNc2nn3c(=O)c4ccccc4nc3s2)cc1
· | -3% | COc1cccc(C2=Nn3c(nnc3-c3ccccc3OC)SC2)c1
· | -12% | O=C1c2ccccc2C(=O)N1c1cccc2ncccc12
· | -1%&-19% | COc1cccc(S(=O)(=O)N2CCN(S(=O)(=O)c3ccc4c(c3)OCCO4)CC2)c1
· | -4% | CC(=O)Nc1sc2c(c1-c1ccccc1)CCNC2
· | -4% | N#Cc1nc(NCc2ccc(Cl)c(Cl)c2)c2ncn(CCCO)c2n1
· | 4% | Cc1cc2c(s1)c1cnn(Cc3ccc(Cl)c(Cl)c3)c(=O)c1n2C
· | ? | Cc1c(P(=S)(c2ccccc2)c2ccccc2)[n+]2ccccc2n1CC(=O)c1ccccc1
· | ? | N#Cc1nc(NCC(F)F)c2ncn(-c3cc(F)cc(F)c3)c2n1
· | -2% | COc1ccc(NS(=O)(=O)c2ccc3c(c2)CCC(=O)N3)cc1
· | ? | Cc1ccc(NCc2ccc(O)c3ncccc23)c(F)c1
· | -1% | COc1ccc(C2c3ccc(OCc4ccccc4)cc3Oc3ncn(CCN4CCOCC4)c(=N)c32)cc1OC (stereo unspecified)
· | -3% | Oc1ccc(CNc2ccc(F)cc2Cl)c2cccnc12
· | 11% | Cc1ccc(CNc2ncnc3ccc(-c4ccc5c(c4)OCO5)cc23)s1
· | 5% | COc1ccc(C2=Nn3c(nnc3-c3ccccc3OC)SC2)cc1
· | ? | COc1ccc(C2c3c(n(Cc4ccccc4)cnc3=N)Oc3ccc4ccccc4c32)cc1OC (stereo unspecified)
· | 3% | COc1cc(F)c(S(=O)(=O)N2CCN(S(=O)(=O)c3cccc(N)c3)CC2)c(F)c1
· | ? | Cc1ccc(NS(=O)(=O)c2ccc(F)cc2)cc1C

# Some of these compounds in order of length of the SMILES, falling.
rTrxR1 inhibitor | Pin1 inhibitor | SMILES
· | ? | COc1cccc(C2c3c(ncn(-c4ccc(C(C)(C)C)cc4)c3=N)Oc3ccc4ccccc4c32)c1 (stereo unspecified)
· | -1% | COc1ccc(C2c3ccc(OCc4ccccc4)cc3Oc3ncn(CCN4CCOCC4)c(=N)c32)cc1OC (stereo unspecified)
· | -3% | COc1ccc(C2Nc3ccccc3C(=O)N2CCc2ccccc2)cc1COc1ccc(NC(C)=O)cc1 (stereo unspecified)
· | 23% | O=S(=O)(c1ccc2c(c1)OCCO2)N1CCN(S(=O)(=O)c2cccc3cccnc23)CC1
· | 47%[activator] | COc1ccc(C2Nc3ccccc3C(=O)N2Cc2ccco2)cc1COc1cccc(NC(C)=O)c1 (stereo unspecified)
· | ? | Cc1c(P(=S)(c2ccccc2)c2ccccc2)[n+]2ccccc2n1CC(=O)c1ccccc1
· | ? | COc1ccc(C2c3c(n(Cc4ccccc4)cnc3=N)Oc3ccc4ccccc4c32)cc1OC (stereo unspecified)
· | 1% | O=C(CNC(=O)c1ccccc1)OC(C(=O)Nc1ccc2c(c1)OCO2)c1ccccc1 (stereo unspecified)
· | 27% | COc1cccc(C2c3c(ncn(Cc4cccs4)c3=N)Oc3ccc4ccccc4c32)c1 (stereo unspecified)
· | 1% | CC(C)N1CCN(c2cccc(Nc3nn4c(=O)c5ccccc5nc4s3)c2)CC1
· | ? | N#CC1=C(NC=NCc2ccccc2)Oc2ccc3ccccc3c2C1c1ccccc1 (stereo unspecified)
· | 1% | N#Cc1nc(Nc2cccc([N+](=O)[O-])c2)nc(NC2CCCC2)n1
· | 4% | Cc1cc2c(s1)c1cnn(Cc3ccc(Cl)c(Cl)c3)c(=O)c1n2C
· | 11% | Cc1ccc(CNc2ncnc3ccc(-c4ccc5c(c4)OCO5)cc23)s1
· | ? | N#Cc1nc(NCC(F)F)c2ncn(-c3cc(F)cc(F)c3)c2n1
· | 5% | COc1ccc(C2=Nn3c(nnc3-c3ccccc3OC)SC2)cc1
· | 3% | COc1ccc(-c2ccc3ncnc(NCc4cccs4)c3c2)cc1
· | -12% | O=C1c2ccccc2C(=O)N1c1cccc2ncccc12
· | -1% | O=S1(=O)N=C(OCc2ccccc2)c2ccccc21
· | -4% | CC(=O)Nc1sc2c(c1-c1ccccc1)CCNC2

# Other records
rTrxR1 inhibitor | Pin1 inhibitor | SMILES
· | 4% | Cc1ccc(S(=O)(=O)NC(N)=NCCC[C@@H](NC(=O)CNC(=O)c2ccccc2)C(=O)Nc2cc(C(F)(F)F)ccc2Cl)cc1
· | 4% | Cc1cc2c(s1)c1cnn(Cc3cccc(F)c3)c(=O)c1n2C
· | ? | COc1ccc(-c2nc3cccc(OC)c3c(=O)n2Cc2ccccc2)cc1COc1ccc(NC(C)=O)cc1
· | -4% | Cc1cc2c(s1)c1cnn(Cc3cc(F)c(Cl)cc3Cl)c(=O)c1n2C
· | 3% | CC(=O)N1CCCc2cc(S(=O)(=O)Nc3ccc(C)c(C)c3)ccc21
· | -12% | NC(=O)C1CCN(c2ncc(-c3ccc4c(c3)OCO4)s2)CC1
· | 4% | COc1ccc(C2c3c(n(CCc4ccccc4)cnc3=N)Oc3ccc4ccccc4c32)cc1OC (stereo unspecified)
· | 3% | O=S(=O)(c1ccc2c(c1)OCCO2)N1CCN(S(=O)(=O)c2ccc(F)c(F)c2F)CC1
· | ? | Cc1ccc(C[C@@H](NS(=O)(=O)c2ccc(C(=O)O)cc2)C(=O)O)cc1
· | ? | O=C(Nc1cc(C(F)(F)F)ccc1Cl)[C@H](O)CCc1ccccc1

# A different layout for part of the listing above.
Structure,rTrxR1 inhibitor,Pin1 inhibitor
COc1ccc(C2c3c(n(CCc4ccccc4)cnc3=N)Oc3ccc4ccccc4c32)cc1OC (stereo unspecified),·,4%
O=S(=O)(c1ccc2c(c1)OCCO2)N1CCN(S(=O)(=O)c2ccc(F)c(F)c2F)CC1,·,3%
Cc1ccc(C[C@@H](NS(=O)(=O)c2ccc(C(=O)O)cc2)C(=O)O)cc1,·,?
O=C(Nc1cc(C(F)(F)F)ccc1Cl)[C@H](O)CCc1ccccc1,·,?

# (more compounds)
rTrxR1 inhibitor | Pin1 inhibitor | SMILES
· | -2% | CC(C)(C)OC(=O)Cc1nnc(C(C(=O)OCc2ccccc2)c2ccccc2)s1 (stereo unspecified)
· | -11% | O=C(c1ccccc1O)N(Cc1cccs1)Cc1cccs1
· | 7% | COc1cc(F)c(S(=O)(=O)N2CCN(S(=O)(=O)c3ccc4c(c3)OCCO4)CC2)c(F)c1
· | 8% | Cc1c(P(=S)(c2ccccc2)c2ccccc2)c2ccccc2n1C(=O)Cc1ccccc1
· | -9% | N#Cc1nc(Nc2cccc(F)c2)nc(NC2CCCC2)n1
· | 2% | O=C(c1ccco1)N1CCN(c2nc(-c3ccc(Br)cc3)cs2)CC1
· | 40%[activator] | Cc1ccc(S(=O)(=O)N2CCN(c3nc(C#N)nc4ccccc34)CC2)cc1
· | ? | Cc1nc(-c2ccc(S(=O)(=O)Nc3ccc(C)c(C)c3)s2)cs1
· | -2% | O=C(CNC(=O)c1ccc(C(F)(F)F)cc1)OC(C(=O)Nc1cc(C(F)(F)F)ccc1Cl)c1ccccc1 (stereo unspecified)
· | 1% | COc1ccccc1-c1nnc2n1N=C(c1c(OC)cccc1OC)CS2
· | -2% | COc1ccc(CN(Cc2ccccc2)C(=O)c2ccc(OC)cc2O)cc1
· | 4% | Cc1cc2c(s1)c1cnn(Cc3ccccc3Cl)c(=O)c1n2C
· | -1% | O=C1CCc2cc(S(=O)(=O)Nc3ccc(Cl)c(Cl)c3)ccc2N1
· | 10% | O=C(NCCCc1cnc[nH]1)NCCCN(Cc1ccc(Cl)c(Cl)c1)c1ccc(Br)cn1
· | 21% | N#Cc1nc(Nc2cc(F)cc(F)c2)c2ncn(C3CCCC3)c2n1
· | 1%&0% | Cn1c2cc(S(C)=O)sc2c2cnn(Cc3cccc(O)c3)c(=O)c21 (stereo unspecified)
· | -2% | CC(=O)Nc1cccc(OC2=NS(=O)(=O)c3ccccc32)c1
· | 4% | COc1ccc(-c2nnc3n2N=C(c2cccc(OC)c2)CS3)cc1
· | 9% | Cc1noc(C)c1-c1ccc2ncnc(NCc3cccc(C(F)(F)F)c3)c2c1
· | 4% | N#Cc1nc(Nc2ccc3ccccc3c2)nc(NC2CCCC2)n1
· | 6% | COc1ccc(C2=Nn3c(nnc3-c3ccccc3C)SC2)cc1
· | 3% | NC(N)=NCCC[C@H](NC(=O)CNC(=O)c1ccccc1)C(=O)Nc1cc(C(F)(F)F)ccc1Cl
· | 2% | Cc1ccc(NS(=O)(=O)c2ccc3c(ccn3C)c2)cc1C
· | 0% | O=C1CCc2cc(S(=O)(=O)Nc3ccc4ccccc4c3)ccc2N1
· | ? | COc1ccc(C2c3c(N)nc(CCc4ccccc4)nc3Oc3ccc4ccccc4c32)cc1OC (stereo unspecified)
· | 18% | COc1cc(F)c(S(=O)(=O)N2CCCN(S(=O)(=O)c3ccc4c(c3)OCCO4)CC2)c(F)c1
· | -10% | CC(=O)Nc1cccc(S(=O)(=O)N2CCN(S(=O)(=O)c3c(F)cccc3F)CC2)c1
· | -5% | Cc1noc(C)c1-c1ccc2ncnc(NCc3ccco3)c2c1
· | 10% | N#Cc1nc(Nc2ccc(C(F)(F)F)cc2)nc(NC2CCCC2)n1
· | 2% | O=S(=O)(c1ccc2c(c1)OCCO2)N1CCN(S(=O)(=O)c2cccc[n+]2[O-])CC1
· | 4% | c1c[nH]c(C2CCN(c3ncc(-c4ccc5c(c4)OCCCO5)s3)CC2)n1
· | ? | Cc1cc2c(s1)c1cnn(Cc3ccc(F)c(F)c3)c(=O)c1n2C
· | -2% | COc1ccccc1C1=Nn2c(nnc2-c2cccc(OC)c2OC)SC1
· | 2% | O=C(OCC#CCSc1nnc(-c2cccc3ccccc23)o1)c1cc2ccccc2s1
· | 76%[activator] | Cc1cc2c(s1)c1cnn(Cc3c(C)cc(F)cc3C)c(=O)c1n2C
· | -2% | Cc1cc2c(s1)c1cnn(Cc3ccc(C(C)(C)C)cc3)c(=O)c1n2C
· | -3% | COc1ccc(C2Nc3ccccc3C(=O)N2CCO)cc1COc1ccc(NC(C)=O)cc1 (stereo unspecified)
· | 3% | O=C1CCc2cc(S(=O)(=O)Nc3cccc(C(F)(F)F)c3)ccc2N1
-5% | · | O=C(O)c1cc(=O)c2ccc(Cl)cc2[nH]1
0% | · | C[C@H](Cc1ccccc1)Nc1ncnc2c1ncn2[C@@H]1O[C@H](CO)[C@H](O)[C@H]1O
? | · | Nc1ncnc2c1nc(Sc1ccc(Cl)cc1)n2[C@H]1O[C@@H]2COP(=O)(O)O[C@H]2[C@@H]1O
? | · | Cc1cc(N)c2ccccc2[n+]1CCCCCCCCCCCCCC[n+]1c(C)cc(N)c2ccccc21
